Screening results as filed in PubChem.
TCR activator – activates T cell receptor signaling; primary human leukocytes, anti-CD3, IL-2 HTRF, 48 h; Potency, µM (doses to about 9.22 µM), inactives show at the highest dose activation of IL-2 secretion, most hits filed as activators; 330,000 tested, under 10 active; AID 504894; further: % of control where 0% means no effect
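48 hr co-incubation of compounds, a-CD3 beads and primary human leukocytes; IL-2 quantified homogeneously by HTRF with anti-IL-2 K and d2 conjugates.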
AT treatment – potential ataxia-telangiectasia treatment; […] A-T fibroblasts, KAP-1 phosphorylation AlphaLISA; neocarzinostatin DNA damage 30 min before lysis; Potency, µM (doses to about 57.5 µM), without a hit: at the top dose activation, actives largely listed as activators; 320,000 tested, 0.19% active; further: potency means the concentration at half of the fitted maximal effect; % of control where 0% means no effect; nearly all actives have a fitted effect of over 45% in size
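ATM-like activity read as KAP-1 phosphorylation via AlphaLISA donor/acceptor antibody pairs after lysis and 6 hr at 25C. Cells were ATM-null patient fibroblasts ([…], hTERT), dosed 60 min, then exposed to the DSB inducer NCS for 30 min.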
BCR signal inh – inhibitors of chronic active B-cell receptor signaling; ABC-DLBCL IkBa-CBG/CBR reporter, luminescence ratio, 4 h; Potency, µM (top dose mostly 46.1 µM), for inactives: top-dose ratio change, negative = lower green/red ratio, actives largely listed as inhibitors; 340,000 tested, 0.05% active; AID 493014; active means well fitted inhibition curve with a large enough effect in the signal ratio, with a control signal flat, not every such curve was filed as active; inconclusive means small, poorly fitted or top-dose-only effect, or effect the other way, or a change in a side signal; the % refers to the signal ratio;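 further: potency means the concentration at half of the fitted maximal effect; plate controls were basal doxycycline-induced cells for no effect and cells given 10 µM MG132 for full effect; MG132 reads +100%, hits lower the ratio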
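Compounds up to 46 uM were incubated four hours with TMD8 cells whose green CBG68 luciferase is fused to IkappaBalpha; red CBR luminescence normalised the signal, and concentration-effect curves were fitted to fusion, red and ratio data.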
TSHR antag – antagonists of human thyroid stimulating hormone receptor. P16473. TSHR-expressing cells, TSH-stimulated cAMP HTRF, 2 h; stronger effect = lower value. activity change, negative = inhibition, % at 11.5 µM. 330,000 tested, 0.2% active;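 active means activity change below a set negative limit, meaning inhibition stronger than a set level, cut at about -70% in these data; inconclusive means activity change between two set negative limits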; further: on the % scale 0 is the no-effect control and ±100 the full control effect
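Competitive HTRF cAMP read-out (cryptate anti-cAMP antibody, cAMP-d2; 30 min, room temperature) in freshly harvested TSHR cells. Compounds added before TSH at EC80 (4nM final), followed by 2 hours' incubation at 37 deg C.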
Mito fusion act – inhibitors of mitochondrial division or activators of mitochondrial fusion; S. cerevisiae fusion-defective mutant growth rescue, CellTiterGlo 48 h; Potency, µM (doses to about 46.1 µM), without a hit: at the top dose growth rescue (activation), hits mostly activators; 320,000 tested, 0.23% active;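 further: potency means the concentration at half of the fitted maximal effect; % of control where 0% means no effect; nearly all actives have a fitted effect of over 45% in size; temperature-sensitive fusion mutants such as fzo1-1 at 37 °C on non-fermentable ethanol glycerol medium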
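Luminescent cell viability in 1536-well qHTS format served as the measure of rescued growth in ts fusion-mutant S. cerevisiae cultured on non-fermentable YPEG for 48 hours at 37C.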
ELG1 repair inh – blocks ELG1-dependent DNA repair in HEK293T cells; HEK293T ELG1-luciferase reporter, luminescence, 16 h; DNA damage induced by 5-fluorouridine; Potency, µM (highest dose often 46.1 µM), without a hit: at the top dose activity change, negative = inhibition, usual class: inhibitors; 330,000 tested, 2.3% active; further: potency means the concentration at half of the fitted maximal effect; on the % scale 0 is the no-effect control and ±100 the full control effect; nearly all actives have a fitted effect of over 55% in size
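5-Fluorouridine DNA damage + compound/DMSO, 2,000 cells/well, 16 h, 37 °C/5% CO2. ONE-Glo, 30 min RT, luminescence. Readout = decrease in reporter signal.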
Integrin act MD – integrin-mediated muscular dystrophy alleviation activation; alpha7betagal myoblasts, beta-gal FDG fluorescence, 48 h; Potency, µM (doses to about 38.3 µM), without a hit: top-dose activation, actives largely listed as activators; 350,000 tested, 0.064% active;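 further: potency means the concentration at half of the fitted maximal effect; 100% = response of the positive control SU9516; nearly all actives have a fitted effect of over 60% in size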
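alpha7betagal+/- myoblasts (passage 13, 250/well) treated 48 h at 37C with compounds at 1:260 dilution of DMSO stock. Lysed, then beta-galactosidase activity read as FDG fluorescence (ex 480/em 540) after 30 min, with pre-read for autofluorescence.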
ASM inhibitor – blocks human secretory acid sphingomyelinase. Potency, µM (series often up to 57.5 µM), for inactives: at the highest dose activity change, negative = inhibition, most hits filed as inhibitors. placental ASM, HMU-PC fluorogenic substrate, 60 min. AID 504937. 340,000 tested, 0.006% active. P17405; further: potency means the concentration at half of the fitted maximal effect
Target sequence (P17405 47-631 limits assumed): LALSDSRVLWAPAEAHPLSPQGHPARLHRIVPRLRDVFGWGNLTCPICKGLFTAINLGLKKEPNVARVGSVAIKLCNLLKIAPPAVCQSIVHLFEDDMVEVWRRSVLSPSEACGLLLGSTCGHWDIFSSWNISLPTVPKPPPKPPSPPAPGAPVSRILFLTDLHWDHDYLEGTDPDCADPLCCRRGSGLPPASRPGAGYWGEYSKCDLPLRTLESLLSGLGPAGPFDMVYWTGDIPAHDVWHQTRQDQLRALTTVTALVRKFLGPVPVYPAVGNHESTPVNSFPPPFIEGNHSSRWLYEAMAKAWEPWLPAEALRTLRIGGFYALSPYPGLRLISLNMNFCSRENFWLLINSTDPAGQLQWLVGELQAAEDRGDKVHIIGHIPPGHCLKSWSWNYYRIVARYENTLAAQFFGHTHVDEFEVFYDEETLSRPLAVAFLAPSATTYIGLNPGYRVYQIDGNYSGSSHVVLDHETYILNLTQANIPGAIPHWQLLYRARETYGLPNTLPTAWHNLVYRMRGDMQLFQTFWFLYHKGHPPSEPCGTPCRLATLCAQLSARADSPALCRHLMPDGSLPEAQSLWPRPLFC
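Fluorogenic HMU-PC substrate (9 uM final) is turned over by placental ASM in 60 min at 37 C after a 10 min compound preincubation. Reaction ended by alkaline stop (pH 10), with fluorescence read at 386/447 nm.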
Eya2 inh – blocks the phosphatase activity of human Eya2. AID 488837. 330,000 tested, 0.006% active. Potency, µM (doses to about 76.9 µM), for the others: at the highest dose activity, negative = inhibition, most hits filed as inhibitors. recombinant Eya2, OMFP fluorescence dephosphorylation (OMFP is methylfluorescein phosphate); further: potency means the concentration at half of the fitted maximal effect; on the % scale 0 is the no-effect control and ±100 the full control effect
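Eya2 protein (added as 0.2 uM solution) was preincubated with compound for 10 min at ambient temperature in 50 mM HEPES pH 7.5, 50 mM NaCl, 5 uM MgCl2, 0.05% BSA, 1 mM DTT. OMFP (added at 50 uM) then reacted 10 min; fluorescence read at 485/525 nm.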
Tb PFK block – inhibitors of T. brucei phosphofructokinase; T. brucei PFK, ADP-Glo luminescence; Potency, µM (titrated, usually from 57.5 µM), inactives show at the highest dose activity, negative = inhibition, actives largely listed as inhibitors; 330,000 tested, 0.17% active; AID 485367;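 further: potency means the concentration at half of the fitted maximal effect; 0% = uninhibited 1x PFK enzyme wells and -100% = no-enzyme wells; nearly all actives have a fitted effect of over 60% in size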
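In TEA buffer at pH 8.0 with 5 mM MgCl2, enzyme (1.25 nM) converted F6P (0.5 mM) and ATP (0.1 mM) for 45 min at room temperature. ADP product was read by luciferase luminescence.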
PTAP TSG101 blk – blocks PTAP/TSG101 interaction to inhibit HIV-1 budding. Q99816. Fluorescence polarization, FITC-PTAP peptide / Tsg101 binding. Potency, µM (series often up to 115 µM), for inactives: at the highest dose activity change, negative = inhibition, most hits filed as inhibitors. 340,000 tested, under 10 active; active means well fitted inhibition curve with a large enough effect in the main read-out, with a control signal flat, not every such curve was filed as active; inconclusive means small, poorly fitted or top-dose-only effect, or effect the other way, or a change in a side signal; inactive means no such curve, though single readings can be large or run the other way; further: potency means the concentration at half of the fitted maximal effect; % of control where 0% means no effect
Target sequence (Q99816 whole entry, looked up): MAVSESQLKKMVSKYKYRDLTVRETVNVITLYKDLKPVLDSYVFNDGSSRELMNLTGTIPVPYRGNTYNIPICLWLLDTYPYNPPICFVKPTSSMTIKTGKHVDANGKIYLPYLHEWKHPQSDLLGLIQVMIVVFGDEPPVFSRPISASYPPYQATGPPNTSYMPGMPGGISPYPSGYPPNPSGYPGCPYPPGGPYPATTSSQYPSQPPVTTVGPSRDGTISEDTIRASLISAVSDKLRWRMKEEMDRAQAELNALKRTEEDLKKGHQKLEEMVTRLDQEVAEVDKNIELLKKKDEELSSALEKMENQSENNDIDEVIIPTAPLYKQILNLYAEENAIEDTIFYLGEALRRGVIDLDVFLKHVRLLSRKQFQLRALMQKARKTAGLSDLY
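Steps: Tsg101 binding domain dispensed (10 uM final), compounds pinned in DMSO, FITC-labeled PTAP-motif peptide added (50 nM final); after 20 min binding at room temperature, polarization measured.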
* marks the source's active call; other numbers are inactive results; u = inconclusive; x = no result given; [ ] = remark or other dose. Unless noted, the call rests on the fitted dose curve; in most records, active means well fitted curve in the direction sought with a large enough effect; inconclusive means small, poorly fitted or top-dose-only effect, or another doubt; inactive means no such curve, though single readings can be large; an effect the other way counts as inactive or inconclusive.

Results follow in this order: TCR activator	AT treatment	BCR signal inh	TSHR antag	Mito fusion act	ELG1 repair inh	Integrin act MD	ASM inhibitor	Eya2 inh	Tb PFK block	PTAP TSG101 blk
COc1ccccc1C(C)NC(=O)Cc1ccsc1 (stereo not given)
    1.7%	0.1%	u	-3.0	4.4%	0.0%	3.2%	-6.7%	-5.8%	-3.2%	-4.3%
CNc1nc(NCCOC23CC4CC(CC(C4)C2)C3)nc(OCC(F)(F)F)n1
    -0.2%	-7.6%	u	21.0	-14.6%	-27.5%	-21.1%	-8.6%	17.2%	5.5%	-1.8%
CCOC(=O)c1cc2cc3ccccc3cc2oc1=O
    1.4%	-10.0%	u	12.9	1.9%	u	4.5%	1.1%	-4.4%	-0.9%	-1.3%
CCOC(=O)C1CCN(c2ncnc3c2oc2ccccc23)CC1
    2.2%	0.2%	-7.1%	-18.0	-6.6%	u	-34.3%	-2.3%	-15.4%	-1.7%	-11.6%
Cc1ccc(N(C(=O)CCC(=O)Nc2cc(C)on2)C(C(=O)NC2CCCC2)c2ccccc2)cc1 (stereo not given)
    -0.7%	0.5%	3.3%	-9.4	6.6%	-15.8%	u	-0.8%	2.4%	-9.7%	-1.4%
O=C1N[C@@H](Cc2c[nH]c3ccccc23)COC(=O)[C@H](Cc2ccc(F)cc2)C/C=C\C[C@H]1CC(=O)N(CCO)Cc1ccccc1
    -5.8%	1.7%	u	10.7	x	u	3.6%	-16.0%	-5.2%	8.5%	-3.1%
O=C(c1cc([N+](=O)[O-])ccc1N1CCN(S(=O)(=O)c2ccc(Cl)c(Cl)c2)CC1)N1CCOCC1
    2.9%[46.1 µM]	1.6%	-1.1%	2.3	-0.1%	3.2%	-10.2%	-6.5%	-3.4%	0.5%	-0.5%
O=C(CN1CCN(c2cccc(Cl)c2)CC1)Nc1ccc(S(=O)(=O)N2CCOCC2)cc1
    -3.3%	-1.1%	7.5%	0.1	3.2%	18.3µM*	-42.4%	-4.9%	-0.3%	-22.7%	-5.6%
CCOCCCNC(=O)c1ccc(Br)cc1
    1.9%	0.3%	1.3%	1.3	-5.2%	u	42.7%	2.2%	0.4%	-3.1%	-3.1%
COc1ccc(NS(=O)(=O)c2cc(NC(=O)c3ccccc3F)ccc2N2CCCC2)cc1
    -5.6%	-1.4%	u	5.8	0.0%	u	28.5%	-5.4%	-23.7%	-2.1%	-4.8%
COc1cc(C(=O)NCc2nnc(SCC(=O)c3ccccc3)o2)cc(OC)c1OC
    10.2%	4.1%	4.4%	-6.8	-4.0%	8.6%	0.0%	11.5%	5.7%	1.1%	0.6%
O=C(Nc1ccccc1)Nc1nnc(-c2ccccc2)s1
    14.8%	-0.5%	-1.1%	8.2	9.0%	u	-4.7%	76.3%[activator]	-8.5%	-1.1%	-5.6%
COc1ccc(S(=O)(=O)N(c2onc(C)c2Cl)S(=O)(=O)c2ccc(OC)c(OC)c2)cc1OC
    -3.5%	10.3%	-5.4%	-1.5	3.1%	18.0%	14.4%	2.2%	15.6%	2.0%	-6.2%
COc1ccccc1-c1nnc(SC2CCc3ccccc3NC2=O)s1 (stereo not given)
    -4.5%[46.1 µM]	0.1%	5.1%	-10.6	u	u	15.0%	-12.8%	-9.4%	1.6%	-7.0%
Cn1nnc2cc(C(=O)N3CCCCCC3)ccc21
    -3.4%[46.1 µM]	0.9%	7.3%	3.2	-0.9%	9.5%	-51.1%[inhibitor]	0.9%	-1.6%	-4.8%	-3.4%
CC1CCCC(NC(=O)COC(=O)[C@@H](NC(=O)c2ccccc2Cl)C(C)C)C1C (stereo not given in full)
    -8.6%	14.2%	0.0%	x	x	9.7%	24.5%	-2.6%	-22.3%	9.0%	-5.1%
CN(C1CCCCC1)C(CNS(=O)(=O)c1ccc(Cl)cc1)c1ccccc1 (stereo not given)
    3.0%	5.7%	1.9%	-1.8	-22.0%	10.4%	u	1.8%	-3.0%	2.4%	-2.9%
CCOc1ccc(NC(=O)c2c(NC(=O)CN3CCCC3)sc3c2CCC3)cc1
    3.5%	2.4%	-2.5%	-11.9	4.4%	2.3%	-3.5%	-3.4%	-0.5%	0.3%	-1.5%
COc1ccc2oc(C(=O)OC(C)C(=O)N(C)c3ccccc3)c(C)c2c1 (stereo not given)
    -0.3%	1.3%	26.0%	3.6	12.4%	-6.3%	6.6%	-1.5%	-31.5%	-5.5%	-4.1%
Cc1ccc(N(CC(=O)NC2CC2)S(=O)(=O)c2ccccc2)c(C)c1
    -11.5%	1.1%	0.7%	2.5	2.0%	2.0%	-5.9%	4.9%	-7.1%	-2.5%	-3.1%
CC(=O)c1ccc(NC(=O)Cc2cccs2)cc1
    -3.4%	7.5%	-0.1%	13.4	-0.1%	u	15.5%	-1.2%	3.5%	u	-2.7%
Cc1ccc(S(=O)(=O)N2CC(=O)Nc3ccccc32)c(C)c1NS(C)(=O)=O
    7.8%	-16.7%	4.1%	-7.1	1.6%	-3.6%	9.2%	5.3%	13.2%	-0.7%	-3.9%
CC(C)N1CCC(N2CCN(C3CCCC3)CC2CCO)CC1 (stereo not given)
    1.8%	3.7%	2.6%	11.0	1.7%	4.4%	-12.7%	1.1%	-3.8%	-2.6%	-3.3%
COc1ccc(NC(=O)c2cc(C)on2)cc1OC
    x	-4.1%	u	8.4	-1.1%	27.9%	23.4%	0.9%	0.8%	-1.3%	-10.1%
Cc1onc(C(=O)N2C(C)CCCC2C)c1[N+](=O)[O-] (stereo not given)
    6.4%[46.1 µM]	16.6%	-0.4%	-3.1	-5.6%	-1.8%	-41.5%	-0.4%	4.1%	-2.9%	0.3%
CC1CN(C(=O)CCc2cc(C(C)(C)C)c(O)c(C(C)(C)C)c2)CC(C)O1 (stereo not given)
    -3.0%	-4.4%	1.4%	-4.7	2.9%	-2.2%	-38.7%	-0.4%	-11.8%	-4.1%	-3.0%
Cc1ccccc1N1CCN(S(=O)(=O)CC23CCC(CC2=O)C3(C)C)CC1 (stereo not given)
    1.2%	15.9%	0.3%	2.3	-1.3%	u	3.1%	-1.4%	-16.1%	-0.5%	-1.0%
Cc1nc(SCC(=O)CC(=O)OC(C)C)c(C#N)c(C)c1C
    1.6%	8.0%	u	-0.6	2.0%	u	20.7%	46.2%[activator]	13.1%	2.3%	-0.2%
CCCn1c(SCC(=O)c2ccc3c(c2)OCCO3)nc2c1c(=O)n(C)c(=O)n2C
    -0.1%	0.3%	8.4%	2.8	-4.2%	10.4%	17.7%	-1.7%	15.2%	-5.0%	-3.4%
CN(C)N=C1c2cc(S(=O)(=O)N(C)C)ccc2-c2ccc(S(=O)(=O)N(C)C)cc21
    9.6%	-27.1%	-0.1%	-10.3	-3.4%	-8.4%	-40.1%	u	-0.7%	-4.0%	1.4%
O=C(COC(=O)c1cccs1)NCCC1=CCCCC1
    -0.8%[46.1 µM]	11.5%	10.1%	-1.4	9.1%	8.5%	-15.1%	-1.4%	-20.7%	0.3%	1.3%
CCNS(=O)(=O)c1ccc2c3c(cccc13)C(=O)N2
    -6.2%	2.2%	-6.0%	1.8	-0.2%	5.9%	24.3%	377.6%[activator]	27.5%	-2.0%	-8.3%
